GAA glycogen: alters human alpha-glucosidase cleavage of glycogen; P10253; recombinant GAA, glycogen substrate, Amplex Red glucose oxidase fluorescence; Potency, µM (series often up to 76.4 µM), for the others: at the highest dose activity change, negative = inhibition, actives largely listed as inhibitors; 300,000 compounds, 0.38% hits; AID 2100; active = well fitted inhibition curve with a large enough effect;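 note: 0% = full enzyme reaction and -100% = no-enzyme basal signal; the screen sought inhibitors and activators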
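Recombinant human alpha-glucosidase (4 nM final) hydrolysed bovine liver glycogen (30 ug) for 40 min at 37 C in pH 5.0 citrate/phosphate with 0.01% Tween-20. Released glucose detected by glucose oxidase/Amplex Red, Ex 573/Em 610 nm. Compounds up to 77 uM; AC50 from Hill fits.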
* = called active by the depositor; [ ] = another dose, or the depositor's remark. Potency is the fitted concentration of half-maximal effect. The list is partial, so the mix of outcomes need not match the whole.

SMILES	GAA glycogen
CCC(C)c1ccc(S(=O)(=O)N2CCN(S(=O)(=O)c3ccc(NC(C)=O)cc3)CC2)cc1 (centres undefined)	-12%[76.3 µM]
COC(=O)c1cc(S(=O)(=O)N2CCC(c3ccccc3)C2)c[nH]1 (centres undefined)	3%[76.3 µM]
CC(=O)Nc1ccc(S(=O)(=O)NCC2CCC(C(=O)N3CC(C)CC(C)C3)CC2)cc1 (centres undefined)	-7%
O=c1oc2ccccc2c2c1C(O)CO2 (centres undefined)	7%
CCOc1ccc(N(CC(=O)NC2CCCC2)S(=O)(=O)c2ccccc2)cc1	6%
CCn1c(CNC(=O)c2ccco2)nnc1SCC(=O)Nc1ccccc1Cl	-1%
O=C(O)C1CC=CCC1C(=O)Nc1ccc2c(c1)CCC2 (centres undefined)	0%[76.3 µM]
CN(C)Cc1c(C(=O)N/N=C/c2ccncc2)nnn1-c1nonc1N	-1%
CCCCNC(=O)CN1C(=O)NC2(CCOc3ccccc32)C1=O (centres undefined)	-6%
O=C(/C=C/c1ccc(F)cc1)NC(=S)Nc1ccccc1O	3%
CCN(C(=O)COC(=O)C1CCN(S(=O)(=O)c2c(Cl)cccc2Cl)CC1)C1CCCCC1	-11%[76.3 µM]
COc1cc(C(=O)NCC(=O)N/N=C/c2ccco2)cc(OC)c1OC	-4%[76.3 µM]
Cc1cc(C)c(S(=O)(=O)c2ccccc2F)c(=O)[nH]1	4%
CCC(C)N(C(=O)CCC(=O)Nc1cc(C)on1)C(C(=O)NC(C)(C)C)c1ccccc1Cl (centres undefined)	-17%
Cc1cnc(=O)[nH]c1SCC(=O)c1ccc(F)cc1	-6%[76.3 µM]
CSCCC(=O)N1CCN(CC(=O)N2CCCC2)CC1	-2%[76.3 µM]
COc1cc2[nH]c(C(=O)N3CC(C)OC(C)C3)cc2c(OC)c1OC (centres undefined)	-3%
COc1ccc(C=O)cc1CSc1ncccc1C(=O)O	-4%
COc1ccc(S(=O)(=O)N2CCC(C(=O)NC3CC(C)(C)NC(C)(C)C3)CC2)cc1	-2%[76.3 µM]
O=C(Nc1ccc(Br)cc1)c1cccc2c1C(=O)N(C1CCCCC1)C2	-3%[76.3 µM]
COc1ccc(OC)c(C2C(C(=O)c3cccs3)=C(O)C(=O)N2CCN2CCOCC2)c1 (centres undefined)	0%
c1cc2c3c(cccc3c1)NC(c1ccc3c(c1)OCO3)N2	0%
CC1CC(=O)N(CC(=O)Nc2ccc(F)cc2F)c2ccccc2S1(=O)=O (centres undefined)	2%[76.3 µM]
O=C(NCC1CCOCC1)c1ccc2nc(Cc3cccc(Cl)c3)oc2c1	-5%[76.3 µM]
CC1CCCC(NC(=O)CN2C(=O)c3cccnc3Oc3ccc(Cl)cc32)C1C (centres undefined)	-9%[76.3 µM]
Cc1ccccc1NC(=O)CC(=O)Nc1ccccc1C	2%
Cc1ccc(C)c(N2CCN(CCCNC(=O)Cn3c(=O)c4cccn4c4cccnc43)CC2)c1	0%[76.3 µM]
CC1CN(C(=O)COC(=O)c2cc(S(N)(=O)=O)c(Cl)cc2Cl)CC(C)O1 (centres undefined)	-5%[76.3 µM]
Cc1ccccc1C(=O)Nc1cccc(C(=O)N/N=C/c2ccccn2)c1	-4%
N=C1/C(=C/c2ccc(-c3cccc(C(=O)O)c3)o2)C(=O)N=C2SC(CC(=O)N3CCOCC3)=NN12	-7%[76.3 µM]
COc1ccc(NC(=O)CN2C(=O)NC(c3ccccc3)(c3ccccc3)C2=O)cc1OC	-8%
CCCc1ccc2oc(C(=O)NCCCN3CCOCC3)c(C)c2c1	-1%[76.3 µM]
CCCCn1c(=O)[nH]c(=O)c2c1nc(-c1ccc(OC)c(Br)c1)n2CC(C)C	-8%[76.3 µM]
O=C(NCc1ccncc1)c1ccc2nc(Cc3ccccc3F)oc2c1	-13%[76.3 µM]
CC1(C)C(=O)OC(c2ccc([N+](=O)[O-])cc2)C(C)(C)C1=O (centres undefined)	6%
C/C=C(\C)CN1CCC(Oc2ccc(C(=O)NCc3ccccn3)cc2)CC1	0%[76.3 µM]
COc1cc2c(cc1OC)C(COc1ccc(F)cc1)N(C(C)=O)CC2 (centres undefined)	4%
Cc1ccc(N(C(=O)CNC(=O)c2ccco2)C(C(=O)NC2CCCCC2)c2cccnc2)c(C)c1 (centres undefined)	15%
O=C(CN1C(=O)S/C(=C/c2ccncc2)C1=O)Nc1ccccc1	-2%[76.3 µM]
COCCCNC(=O)c1oc2ccc(S(=O)(=O)N3CCOCC3)cc2c1C	10%

14 neighbouring entries already listed, for reference:
SMILES	GAA glycogen
Cc1ccc(C)c(N2CCN(CCCNC(=O)Cn3c(=O)c4cccn4c4cccnc43)CC2)c1	0%[76.3 µM]
CC1CN(C(=O)COC(=O)c2cc(S(N)(=O)=O)c(Cl)cc2Cl)CC(C)O1 (centres undefined)	-5%[76.3 µM]
Cc1ccccc1C(=O)Nc1cccc(C(=O)N/N=C/c2ccccn2)c1	-4%
N=C1/C(=C/c2ccc(-c3cccc(C(=O)O)c3)o2)C(=O)N=C2SC(CC(=O)N3CCOCC3)=NN12	-7%[76.3 µM]
COc1ccc(NC(=O)CN2C(=O)NC(c3ccccc3)(c3ccccc3)C2=O)cc1OC	-8%
CCCc1ccc2oc(C(=O)NCCCN3CCOCC3)c(C)c2c1	-1%[76.3 µM]
CCCCn1c(=O)[nH]c(=O)c2c1nc(-c1ccc(OC)c(Br)c1)n2CC(C)C	-8%[76.3 µM]
O=C(NCc1ccncc1)c1ccc2nc(Cc3ccccc3F)oc2c1	-13%[76.3 µM]
CC1(C)C(=O)OC(c2ccc([N+](=O)[O-])cc2)C(C)(C)C1=O (centres undefined)	6%
C/C=C(\C)CN1CCC(Oc2ccc(C(=O)NCc3ccccn3)cc2)CC1	0%[76.3 µM]
COc1cc2c(cc1OC)C(COc1ccc(F)cc1)N(C(C)=O)CC2 (centres undefined)	4%
Cc1ccc(N(C(=O)CNC(=O)c2ccco2)C(C(=O)NC2CCCCC2)c2cccnc2)c(C)c1 (centres undefined)	15%
O=C(CN1C(=O)S/C(=C/c2ccncc2)C1=O)Nc1ccccc1	-2%[76.3 µM]
COCCCNC(=O)c1oc2ccc(S(=O)(=O)N3CCOCC3)cc2c1C	10%

Further entries
SMILES	GAA glycogen
COc1ccc(NC(=O)CN(C)C(=O)CCc2c[nH]c3ccccc23)cc1	-4%[76.3 µM]
Cc1cccc(OCC(=O)Nc2ccc(NC(=O)c3ccco3)c(C)c2)c1	8%
COc1ccc(CCCNC(=O)C2CCC(=O)N(Cc3ccc(Cl)cc3)C2)cc1 (centres undefined)	-2%[76.3 µM]
COc1ccccc1NC(=O)c1cc(S(=O)(=O)NC2CCCC2)ccc1F	-15%[76.3 µM]
CCN1CCN(c2nnc(-c3ccc(C)cc3)c3ccccc23)CC1	-8%
CCCCc1cc(=O)oc2cc(OCC(=O)N3CCOCC3)ccc12	-5%
COc1ccc(CC(=O)Nc2nc(-c3ccccc3)c(C(C)=O)s2)cc1OC	-8%
O=C(C1CC(=O)N(c2ccc(Br)cc2)C1)N1CCCC1 (centres undefined)	5%[76.3 µM]
CC(=O)N1c2ccc(S(=O)(=O)NCCC(=O)Nc3ccc(C)c(F)c3)cc2CC1C (centres undefined)	3%[76.3 µM]
COc1ccc(NC(=O)C/C(C)=N/NC(=O)CCc2ccccc2)c(OC)c1	-6%
CC(Oc1ccc(Br)cc1)C(=O)O/N=C(\N)c1ccncc1 (centres undefined)	-10%[76.3 µM]
COc1ccc(/C=C(\C#N)C(=O)NCc2ccccc2)cc1O	-1%
Cc1c(C)n(Cc2ccc(F)cc2)c2ccc(C(=O)N3CCN(c4ccccn4)CC3)cc12	-3%[76.3 µM]
COc1ccc(CCNCC(O)COc2cccc(C(C)=O)c2)cc1OC (centres undefined)	-3%
CC(C)(C)c1ccc(C(=O)NCCC(=O)NCc2cccs2)cc1	7%[76.3 µM]
COc1ccccc1-c1noc(CCC(=O)NC2CCCC2)n1	-1%[76.3 µM]
COc1ccc(NC(=O)c2ccc3c(=O)n(CC4CCCO4)c(=S)[nH]c3c2)c(OC)c1 (centres undefined)	-15%[76.3 µM]
Cc1[nH]c2ccccc2c1C(=O)CN1CC(C)CC(C)C1 (centres undefined)	-2%
C=CCNc1nc(N)c([N+](=O)[O-])c(N2CCCCCC2)n1	3%
C/C(=N\NC(=O)c1ccccc1C)c1cccnc1	-1%
O=C(NCC(c1ccco1)N1CCCC1)c1sc2ccccc2c1Cl (centres undefined)	-5%[76.3 µM]
CCC1C(=O)NCCN1C(=O)c1cccc(OC2CCN(S(=O)(=O)N(C)C)CC2)c1 (centres undefined)	-17%[76.3 µM]
COc1ccc(NC(=O)NCc2ccc(Cl)cc2)cc1	0%[76.3 µM]
Nc1c(C(=O)N2CCOCC2)oc2ccccc12	-4%[76.3 µM]
CCOC(=O)N1CCN(S(=O)(=O)c2ccc(-n3cnnn3)cc2)CC1	14%[76.3 µM]
COc1cccc(/C=C2/SC(=S)N(CC(=O)NC3C=CS(=O)(=O)C3)C2=O)c1 (centres undefined)	-2%[76.3 µM]
CCc1cc(C(=O)N2CCCC(C(=O)c3ccc(Cl)cc3)C2)no1 (centres undefined)	-3%[76.3 µM]
Cc1ccc(C)c(NC(=O)C2CCN(C(=O)c3cccs3)CC2)c1	2%
Cc1cc(NC(=O)c2ccccc2C)n(-c2cccc(F)c2)n1	10%
COc1ccc(S(=O)(=O)N2CCCC2)cc1NC(=O)c1ccccc1F	1%
COC(=O)C(NC(=O)CCc1nnc2ccc(N3CCC(C)CC3)nn12)C(C)C (centres undefined)	0%
CC(C)CCC(O)(c1ccccc1)C(CN1CCOCC1)c1ccccc1 (centres undefined)	-6%
COc1ccc(NC(=O)Cc2nnc(SCC(=O)NC3CCCCC3C)n2C)cc1 (centres undefined)	2%
CC(C)(CNc1ccc(S(=O)(=O)C(F)(F)F)cc1[N+](=O)[O-])N1CCOCC1	-4%[76.3 µM]
O=C(N/N=C/c1ccccc1F)NC12CC3CC(CC(C3)C1)C2	4%
COc1ccccc1CNc1nc(=S)[nH]c2cc(OC)c(OC)cc12	1%
Cc1cccc(C)c1NC(=O)CNC(=O)c1ccccc1	3%
N#CCCN(Cc1ccccc1)C(=O)c1nccnc1C(=O)O	-10%
COc1ccc(CCNC(=O)Cn2ccc3cc(S(=O)(=O)N4CCCC4)ccc32)cc1OC	-3%[76.3 µM]
COc1ccccc1C(=O)N(Cc1ccccc1)c1ccc(C)cc1	-21%[76.3 µM]
O=C(c1ccc(F)cc1F)N1CCC(N2CCC(C(=O)N3CCOCC3)CC2)CC1	-7%[76.3 µM]
Cc1ccc(NC(=O)c2ccc3c(c2)OCCO3)cc1C	-13%
Cc1ccc(-c2ccnc3c(Cl)c(C)nn23)cc1	-1%
O=C(NCc1cccc(CNC(=O)Nc2cccc(O)c2)c1)Nc1cccc(O)c1	-3%
O=C(COC(=O)C1=COCCO1)Nc1cccc(S(=O)(=O)N2CCOCC2)c1	-5%[76.3 µM]
Cc1ccc(-n2nc3c(c2NC(=O)c2ccc4c(c2)OCO4)CS(=O)(=O)C3)cc1C	-8%[76.3 µM]
O=[N+]([O-])c1ccc(S(=O)(=O)c2ccccc2)nc1	-6%
Cc1ccccc1N1C(=O)c2ccccc2C1O (centres undefined)	5%
Cc1cccc(C)c1NC(=O)CSc1nc(N2CCOCC2)nc(N2CCOCC2)n1	-9%[76.3 µM]
O=C(CN1CCCCC1)NNC(=O)c1ccc([N+](=O)[O-])cc1	2%[76.3 µM]
COC(=O)c1cc(NC(=O)CC2Oc3ccccc3NC2=O)cc(C(=O)OC)c1 (centres undefined)	2%
Cc1ccc(N(CC(=O)NC2CCCCC2)C(=O)CCCC(=O)Nc2ccccn2)cc1	-10%
COc1cccc2sc(N(CCCN(C)C)C(=O)CCS(=O)(=O)c3ccccc3)nc12	-3%[76.3 µM]
Cc1ccc(NC(=O)CCC(=O)N/N=C/c2ccc(O)cc2O)cc1	4%
CCOc1ccc(NC(=O)CSc2nnc(NC(=O)C3CC3)s2)cc1	-6%
CC(C)Oc1ccc(C(=O)NC2CCN(Cc3ccccc3)CC2)cc1	-3%
O=C(O)c1ccccc1Nc1ccc2nonc2c1[N+](=O)[O-]	-3%
COc1ccc(C(=O)C2CCCN(C(=O)c3cccc(Cl)c3F)C2)cc1OC (centres undefined)	-2%[76.3 µM]
Cc1ccc2c(COC(=O)c3ccccc3Cl)cc(=O)oc2c1	7%[76.3 µM]
O=C(Nc1cccc(NC(=O)c2ccc(Cl)cc2)n1)c1ccc(Cl)cc1	-4%[76.3 µM]
(list continues)
SMILES	GAA glycogen
CCCCc1nc2cc(C(=O)N(C)C(C)c3ccccn3)ccc2o1 (centres undefined)	-10%[76.3 µM]
Cc1ccc(NC(=O)CSc2nnc(NC(=O)C(C)C)s2)c(C)c1	5%[76.3 µM]
CN(c1ncnc(N)c1[N+](=O)[O-])C1CCCCC1	-1%[76.3 µM]
Cc1oc2c(CN3CCCCC3)c(O)ccc2c(=O)c1-c1ccc(Cl)cc1	-12%
O=C(NNC(=O)c1ccccc1F)c1ccc2[nH]c(=O)c(=O)[nH]c2c1	-2%[76.3 µM]
COCC1CCCCN1C(=O)c1ccc(OC2CCN(Cc3ccccn3)CC2)cc1 (centres undefined)	-4%[76.3 µM]
CSc1ccccc1OCc1cc(C(=O)NCCC2=CCCCC2)no1	10%[76.3 µM]
Cc1[nH]c2ccc(C(=O)N3CCN(c4ccccc4Cl)CC3)cc2c1C	0%[76.3 µM]
O=C1NC2=C(C(=O)CCC2)C(c2ccccc2Cl)N1 (centres undefined)	-1%
O=C(NCCc1ccc(C(F)(F)F)cc1)c1ccc(Cl)nc1	3%
CC(=O)c1cccc(N2C(=NC(=O)C3CCCCC3)SC3CS(=O)(=O)CC32)c1 (centres undefined)	-4%[76.3 µM]

Pulled by structure from above, 2 records:
SMILES	GAA glycogen
O=C1NC2=C(C(=O)CCC2)C(c2ccccc2Cl)N1 (centres undefined)	-1%
Cc1ccc(NC(=O)CSc2nnc(NC(=O)C(C)C)s2)c(C)c1	5%[76.3 µM]

From PubChem
